Assay outcomes from PubChem BioAssay.
Bcl-XL Bim block: inhibitors of Bim-Bcl-XL binding, primary screen, biochemical, multiplexed, bead flow cytometry, human Bcl-XL; Bim peptide-Bcl-XL binding, fluorescence; Bcl-2-like protein 1 (Homo sapiens), Q07817; inhibition, % at 10 µM; 190,000 tested, 0.04% active
Bfl-1 Bim block: inhibitors of Bim binding to Bfl-1, primary screen, biochemical, multiplexed, bead-based flow cytometry; Bcl-2-related protein A1 (Homo sapiens), Q16548; inhibition, % at 10 µM; 190,000 tested, 0.12% active; Bim-Bfl-1 binding inhibition; AID 1008, 2008;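 also: 0% = wells without compound plus tracer and 100% = blocker peptide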
Bim-Bcl-W: inhibitors of Bim binding to Bcl-W, primary screen, biochemical, multiplexed, bead-based flow cytometry; Bim peptide-Bcl-W binding; AID 952, 2007; Bcl-2-like protein 2 (Homo sapiens), Q92843; 190,000 tested, 0.02% active; inhibition, % at 10 µM;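 also: 0% = bound tracer without compound and 100% = peptide blocker; higher means less fluorescent Bim peptide bound to Bcl-W beads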
Target sequence (Q92843 whole entry, looked up): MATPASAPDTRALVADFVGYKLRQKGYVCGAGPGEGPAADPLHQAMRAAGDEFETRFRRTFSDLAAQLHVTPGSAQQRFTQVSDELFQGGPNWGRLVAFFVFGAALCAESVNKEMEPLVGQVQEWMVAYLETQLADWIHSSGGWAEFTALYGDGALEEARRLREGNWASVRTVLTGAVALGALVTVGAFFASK
Bcl-B Bim block: inhibitors of Bim-Bcl-B binding, primary screen, biochemical, multiplexed, human Bcl-2 family; Bcl-2-like protein 10 (Homo sapiens), Q9HD36; bead-based flow cytometry, Bim peptide-Bcl-B binding; inhibition, % at 10 µM; 190,000 tested, 0.073% active;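 also: 0% = tracer peptide without compound and 100% = reference inhibitor peptide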
Target sequence (Q9HD36 whole entry, looked up): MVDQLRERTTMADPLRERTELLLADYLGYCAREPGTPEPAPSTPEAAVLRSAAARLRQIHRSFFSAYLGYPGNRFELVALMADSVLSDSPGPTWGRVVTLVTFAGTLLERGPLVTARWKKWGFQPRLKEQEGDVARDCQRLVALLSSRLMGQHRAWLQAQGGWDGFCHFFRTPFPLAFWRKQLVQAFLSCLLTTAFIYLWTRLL
Mcl-1 Bim block: inhibitors of Bim peptide binding to Mcl-1, primary screen, biochemical, bead-based flow cytometry, multiplex | 190,000 tested, 0.1% active | Induced myeloid leukemia cell differentiation protein Mcl-1 (Homo sapiens), Q07820 | inhibition, % at 10 µM | Bim peptide-Mcl-1 binding;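 also: 0% = no compound tracer wells and 100% = peptide blocker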
Target sequence (Q07820 whole entry, looked up): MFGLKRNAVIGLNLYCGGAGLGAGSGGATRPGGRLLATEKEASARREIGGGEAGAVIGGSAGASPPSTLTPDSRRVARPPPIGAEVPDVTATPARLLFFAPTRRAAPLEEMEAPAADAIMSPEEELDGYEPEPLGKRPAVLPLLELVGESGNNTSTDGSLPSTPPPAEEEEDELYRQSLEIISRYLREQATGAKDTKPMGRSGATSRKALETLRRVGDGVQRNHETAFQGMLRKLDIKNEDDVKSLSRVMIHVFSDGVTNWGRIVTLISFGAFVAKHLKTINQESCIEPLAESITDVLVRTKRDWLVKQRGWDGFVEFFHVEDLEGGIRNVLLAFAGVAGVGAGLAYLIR
Bcl-2 Bim block: inhibitors of Bim-Bcl-2 binding, primary screen, biochemical, multiplexed, human Bcl-2 family. Apoptosis regulator Bcl-2 (Homo sapiens), P10415. Bead-based flow cytometry, Bim peptide-Bcl-2 binding. inhibition, % at 10 µM. 190,000 tested, 0.06% active; in the data active = inhibition above about 40%; inconclusive = no clear call, values can overlap the other calls;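 also: 0% = no compound wells with probe peptide and 100% = reference peptide inhibitor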
Target sequence (P10415 whole entry, looked up): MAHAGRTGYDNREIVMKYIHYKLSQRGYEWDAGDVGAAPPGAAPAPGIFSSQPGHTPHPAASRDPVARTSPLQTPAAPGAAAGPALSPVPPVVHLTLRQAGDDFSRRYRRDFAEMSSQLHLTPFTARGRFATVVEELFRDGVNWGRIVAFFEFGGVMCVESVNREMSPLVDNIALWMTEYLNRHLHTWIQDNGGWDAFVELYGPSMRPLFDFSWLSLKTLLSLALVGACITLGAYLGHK
ABCG2 block: ABCG2 efflux pump inhibitors, primary screen, multiplex with ABCB1, IgMXP3 cells, flow cytometry; JC-1 efflux; inhibition, % at 6.6 µM; 190,000 tested, 0.1% active; AID 1325, 2008;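 active = inhibition above 80%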;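 also: 0% = DMSO and 100% = nicardipine control wells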
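material = IgMXP3 (ABCG2) plus far-red-tagged CCRF-Adr (ABCB1) cells | amount = 3 million cells/mL, equal mix of both lines | also added = JC-1 transporter substrate | dosing = one concentration, 6.6 µM final | schedule = 10 min at 25 °C | measured by = flow cytometric JC-1 green MFI at 530 nm | read-out basis = percent efflux inhibition, scaled nicardipine 100% to DMSO 0%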
RGS8-Gao reg: RGS8-Galphao binding modulators, primary screen, biochemical, multiplexed bead flow cytometry; response (percent of control binding), % at 10 µM; Guanine nucleotide-binding protein G(o) subunit alpha (Homo sapiens), P09471; 220,000 tested, 0.34% active; actives lie on both sides; in the data active = response below about 60% or above about 140%; inactive = in between;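 also: Galphao activated as the GDP aluminium fluoride complex binding bead-coupled RGS8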
ABCB1 inh: ABCB1 efflux pump inhibitors, primary screen, cell-based, multiplex, flow cytometry, ABCG2 counter-screen; CCRF-Adr cells, JC-1 efflux; ATP-dependent translocase ABCB1 (Homo sapiens), P08183; 190,000 tested, 0.067% active; inhibition, % at 6.6 µM; AID 1326, 2008; in the data active = inhibition above about 40%;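 also: 0% = vehicle and 100% = reference inhibitor; higher value means more JC-1 retained so stronger ABCB1 efflux block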
RGS4-Gao reg: modulators of RGS4 binding to Galphao, primary screen, biochemical, multiplexed bead flow cytometry; Guanine nucleotide-binding protein G(o) subunit alpha (Homo sapiens), P09471; actives lie on both sides; binding response (% of control), % at 10 µM; 220,000 tested, 0.33% active; in the data active = binding response below about 49% or above about 150%; inactive = in between;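 also: fluorescent Galphao activated with aluminum fluoride binding bead-coupled RGS4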
RGS7-Gao reg: RGS7-Galphao binding modulators, primary screen, biochemical, multiplexed bead flow cytometry | actives lie on both sides | binding response (% of control), % at 10 µM | Guanine nucleotide-binding protein G(o) subunit alpha (Homo sapiens), P09471 | 220,000 tested, 0.35% active; in the data active = binding response below about 49% or above about 150%; inconclusive = no clear call, values can overlap the other calls; inactive = in between;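 also: fluorescent Galphao held in activated GDP-AlF4 state binding bead-coupled RGS7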
An asterisk follows results filed as active; ? = inconclusive. Rule as the data show it, unless noted: active = inhibition above about 40%.

no.	molecule	Mcl-1 Bim block	Bim-Bcl-W	Bfl-1 Bim block	RGS8-Gao reg	Bcl-B Bim block	Bcl-XL Bim block	ABCG2 block	Bcl-2 Bim block	ABCB1 inh	RGS4-Gao reg	RGS7-Gao reg
1	COC(=O)CSCC(=O)Nc1cc2c(cc1C(C)=O)OCO2	-2.0	-3.0	4.0	104.8	-6.0	-4.0	19.2	-1.0	0.6	99.1	100.5
2	O=C(Oc1cccc(-n2cnnn2)c1)c1ccccc1	-1.0	-2.0	-10.0	117.0	-7.0	-5.0	1.4	-4.0	0.1	102.2	112.4
3	COCCCNC(=O)CC(NS(=O)(=O)c1ccc(C)cc1)c1ccc(OC)cc1 (stereo unspecified)	-9.0	-7.0	-20.0	101.7	-16.0	-2.0	-0.4	-14.0	-0.2	102.0	96.7
4	CC(=O)c1ccc(S(=O)(=O)N2CCCC2)cc1	-3.0	0.0	0.0	102.5	0.0	0.0	0.7	0.0	0.0	101.6	100.5
5	CC(C)(C)c1cc(NC(=O)c2cc(F)c(F)c(F)c2F)no1	-4.0	-2.0	-10.0	93.2	-10.0	-6.0	-0.4	-12.0	-0.2	94.3	88.8
6	COc1ccc(C(=O)NCC(=O)N/N=C/C(C)=C/c2ccco2)cc1OC	0.0	0.0	9.0	104.8	-2.0	-2.0	13.7	5.0	1.1	104.9	98.8
7	Cc1ccc(C(=O)CSc2nc(-c3ccccc3)cc(=O)[nH]2)cc1	-6.0	-5.0	-4.0	96.3	0.0	-9.0	0.9	-5.0	-0.1	93.9	97.6
8	COc1cc(N2CCCC2)ccc1C=O	0.0	0.0	-4.0	99.8	-3.0	-3.0	1.9	-1.0	0.7	96.0	96.6

The list goes on (two carried over from the part before).
no.	molecule	Mcl-1 Bim block	Bim-Bcl-W	Bfl-1 Bim block	RGS8-Gao reg	Bcl-B Bim block	Bcl-XL Bim block	ABCG2 block	Bcl-2 Bim block	ABCB1 inh	RGS4-Gao reg	RGS7-Gao reg
7	Cc1ccc(C(=O)CSc2nc(-c3ccccc3)cc(=O)[nH]2)cc1	-6.0	-5.0	-4.0	96.3	0.0	-9.0	0.9	-5.0	-0.1	93.9	97.6
8	COc1cc(N2CCCC2)ccc1C=O	0.0	0.0	-4.0	99.8	-3.0	-3.0	1.9	-1.0	0.7	96.0	96.6
9	CC(C)CCOc1ccc(C2(C)NC(=O)N(CN3CCOCC3)C2=O)cc1 (stereo unspecified)	-6.0	-4.0	-21.0	102.3	-10.0	-6.0	-1.4	-14.0	0.0	101.7	101.2
10	O=C(NC(=S)Nc1cc(C(F)(F)F)ccc1N1CCOCC1)c1ccc(-c2cccc(Cl)c2)o1	-3.0	-4.0	-9.0	97.6	-10.0	-6.0	0.0	-13.0	0.0	99.5	97.7
11	COc1ccc(N(C(=O)c2ccccc2OC(C)=O)C(C)C2CC2)cc1 (stereo unspecified)	-5.0	-3.0	-19.0	100.5	-10.0	-7.0	8.9	-13.0	0.6	100.8	100.2
12	COc1ccc(OC)c(NC(=O)c2sc3nc(Cc4ccccc4)cc(C(F)(F)F)c3c2N)c1	0.0	0.0	-1.0	99.9	-2.0	0.0	0.1	-3.0	-0.2	98.7	101.7
13	CC1Oc2ccccc2C=C1C1/C(=C(/O)c2ccccc2)C(=O)C(=O)N1CCCN(C)C (stereo unspecified)	0.0	-3.0	-3.0	101.4	0.0	1.0	1.3	-1.0	0.3	102.1	104.3
14	O=C(N/N=C/c1ccc(Cl)c([N+](=O)[O-])c1)c1cc(-c2ccccc2)nc2ccccc12	0.0	0.0	-1.0	101.3	-2.0	0.0	0.3	-1.0	-0.1	103.2	100.0
15	COc1ccc(-c2nc(C#N)c(N3CCC(C(N)=O)CC3)o2)cc1OC	0.0	2.0	0.0	101.1	0.0	0.0	-0.1	-1.0	0.0	100.8	100.5
16	CC(=O)Nc1cc(C(=O)N2CCOCC2)ccc1S(=O)(=O)c1ccc(C)cc1	-2.0	2.0	-10.0	101.7	-9.0	-1.0	0.8	-5.0	0.2	100.8	101.6

(cont.)
no.	molecule	Mcl-1 Bim block	Bim-Bcl-W	Bfl-1 Bim block	RGS8-Gao reg	Bcl-B Bim block	Bcl-XL Bim block	ABCG2 block	Bcl-2 Bim block	ABCB1 inh	RGS4-Gao reg	RGS7-Gao reg
17	CCC1CCCCN1CCCNC(=O)CCCNC(=O)Cn1cnc2sc3c(c2c1=O)CCCC3 (stereo unspecified)	-47.0	-5.0	0.0	102.3	-11.0	-3.0	2.9	-8.0	0.5	96.9	100.2
18	CCCCOC(=O)Nc1cccc(C(=O)OCC)c1	4.0	3.0	2.0	100.7	0.0	2.0	-1.1	0.0	-0.5	100.3	101.9
19	CC(=N\Nc1ccc(Cl)cc1)/C(=N/O)C(=O)Nc1ccccc1	0.0	-3.0	-5.0	90.0	-2.0	-4.0	2.8	-4.0	0.1	87.9	93.8
20	Cc1c(N2C(=O)c3ccc(F)cc3C2=O)c(=O)n(-c2ccccc2)n1C	-4.0	-3.0	-3.0	99.3	-4.0	-4.0	0.0	0.0	0.3	102.0	102.0
21	Cc1nc2ccc(F)cc2cc1C(=O)NCc1ccco1	-1.0	-1.0	-1.0	102.4	2.0	0.0	0.6	0.0	0.1	102.0	100.9
22	CCCCCCNCCn1cnc2c(N)ncnc21	-3.0	-5.0	-5.0	97.3	-2.0	-4.0	0.8	-2.0	0.1	95.3	98.1
23	COC(=O)COc1cc(Cl)c(C=O)cc1OC	-2.0	-1.0	-9.0	98.6	-2.0	-5.0	2.5	-6.0	0.6	99.5	100.5
24	CCOc1cccc(NC(=O)C2CCCN(S(=O)(=O)c3ccc(OC)cc3)C2)c1 (stereo unspecified)	-1.0	-1.0	-7.0	99.0	-9.0	-1.0	-0.4	-7.0	-0.4	100.2	100.9

The list goes on.
no.	molecule	Mcl-1 Bim block	Bim-Bcl-W	Bfl-1 Bim block	RGS8-Gao reg	Bcl-B Bim block	Bcl-XL Bim block	ABCG2 block	Bcl-2 Bim block	ABCB1 inh	RGS4-Gao reg	RGS7-Gao reg
25	Cc1ccc(N(C(=O)c2sc(C)nc2C)C(C(=O)NC(C)(C)C)c2ccncc2)cc1 (stereo unspecified)	-1.0	-1.0	-2.0	100.1	-2.0	0.0	-0.3	0.0	0.2	104.2	99.8
26	COC(=O)C1=C(C)NC(=O)NC1c1ccc(OCC(=O)N2CCCCC2)cc1 (stereo unspecified)	-3.0	-2.0	-16.0	90.2	-8.0	-14.0	1.1	-11.0	0.7	90.9	92.7
27	O=C(c1ccccc1S(=O)(=O)NCc1ccccc1)N1CCCC1	-1.0	-3.0	-8.0	99.5	-7.0	-2.0	2.9	-3.0	0.3	98.0	99.0
28	COc1ccc(OCc2nnc(SCC(=O)c3c(N)n(C)c(=O)n(C)c3=O)n2-c2ccccc2F)cc1	-2.0	-1.0	-7.0	99.8	-6.0	-4.0	4.0	-4.0	1.9	99.3	?
29	CCn1c(=O)cc(SCC(=O)Nc2cccc(SC)c2)c2ccccc21	0.0	0.0	1.0	97.8	0.0	1.0	-1.6	0.0	-0.6	108.2	97.8
30	O=S(=O)(Nc1ccc(O)c(CN2CCCCC2)c1)c1ccccc1	6.0	-2.0	-3.0	100.5	0.0	-4.0	2.1	0.0	0.7	98.3	95.0
31	O=C(CSc1nncs1)NCc1ccc(F)cc1	0.0	0.0	-4.0	101.7	-5.0	0.0	4.2	-6.0	1.0	101.0	?
32	Cc1ccc(C)c(N=Cc2ccc(-c3ccc([N+](=O)[O-])cc3)o2)c1	2.0	0.0	-6.0	102.3	-1.0	-1.0	-0.6	0.0	0.1	99.8	95.7

(cont.)
no.	molecule	Mcl-1 Bim block	Bim-Bcl-W	Bfl-1 Bim block	RGS8-Gao reg	Bcl-B Bim block	Bcl-XL Bim block	ABCG2 block	Bcl-2 Bim block	ABCB1 inh	RGS4-Gao reg	RGS7-Gao reg
33	CCc1nnc(NC(=O)Nc2ccc(Cl)cc2)s1	-4.0	-1.0	-4.0	102.0	-5.0	-3.0	1.9	-5.0	0.2	102.3	103.7
34	CCCC(=O)Nc1ccc2nc(SCC(=O)N3CCCC3)sc2c1	0.0	1.0	-5.0	103.3	-5.0	-1.0	4.4	1.0	0.6	101.5	104.2
35	CN(C)CCC(=O)c1ccc2c(c1)OCO2	-1.0	-1.0	6.0	100.6	0.0	-3.0	4.8	0.0	0.7	101.3	101.6
36	Cc1ccc(C)c(S(=O)(=O)NCCOC(=O)Nc2sc(=S)n(C)c2C)c1	23.0	14.0	6.0	100.2	-1.0	4.0	5.8	4.0	-0.5	103.8	104.7
37	C=CCC1c2cccc(C(=O)O)c2C(=O)N1c1ccc(F)cc1 (stereo unspecified)	3.0	0.0	-15.0	102.6	-9.0	5.0	0.9	-13.0	0.1	101.9	101.2
38	COCCCNc1ccnc2c(Cl)cccc12	0.0	7.0	1.0	99.4	-1.0	2.0	5.5	3.0	0.0	98.3	101.0
39	COc1ccc(Oc2nc(C)cc(C)c2S(=O)(=O)c2ccc(C)cc2)cc1	0.0	-1.0	0.0	98.4	0.0	0.0	10.4	0.0	0.7	94.9	97.7
40	Cc1nnc2sc(-c3ccc(NC(=O)CSc4ccc(Cl)cc4)cc3)nn12	-12.0	-11.0	-7.0	102.3	-12.0	-7.0	-8.8	-13.0	-1.3	88.0	98.6
41	CN(C)CCN1C(=O)C2C3C=CC(C3)C2C1=O (stereo unspecified)	-2.0	-2.0	-6.0	101.3	-2.0	-2.0	-1.7	0.0	-0.1	100.0	93.9
42	CC(=O)Nc1ccc(S(=O)(=O)N2CCN(c3cc(C)ccc3C)CC2)cc1	-1.0	0.0	-10.0	104.6	-5.0	-4.0	0.3	-12.0	0.2	97.9	105.6
